NR1D1 modulator: modulators of human Rev-erb alpha DNA binding; P20393; Rev-erbα–FITC-DNA binding, fluorescence polarization, 90 min; hit rate 0.79% among 370,000; activity, % at 10 µM;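 active = activity above about 14%, limit read from the data; passing the limit was not always enough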;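 note: 0% = DMSO wells with 35 nM protein and 100% = DMSO wells with 750 nM protein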
PLCb3 inh: blocks human PLC-beta3 enzyme activity; inhibition, % at 12.2 µM; Purified PLC-beta3, fluorogenic substrate, fluorescence; AID 720704; Q01970; hit rate 0.18% among 370,000; in the data active = inhibition above about 11%;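 note: 0% = median of compound wells on plate and 100% = full blocker control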
MBD2 inh: inhibitors of human MBD2 binding to methylated oligonucleotide; TR-FRET; inhibition, % at 4.4 µM; hit rate 0.31% among 370,000; in the data active = inhibition above about 13%
PLC-gamma1 inh: PLC-gamma1 (human) inhibition, primary screen. P19174. purified PLC-gamma1, fluorogenic substrate, fluorescence. inhibition, % at 12.2 µM. hit rate 0.84% among 370,000. AID 720700; in the data active = inhibition above about 9.5%
hcDAF-12 act: activators of H. contortus DAF-12 nuclear receptor. HEK293 hcDAF-12 lit1-tk-luc reporter, luminescence; 0% DMSO, 100% Δ7-dafachronic acid. activation, % at 6.8 µM. hit rate 1.4% among 370,000;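 active = activation above the mean of all tested compounds plus 3 SD, cut at about 5.5% in these data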;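 note: 100% = response to 3 µM Δ7-dafachronic acid high control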
ADAM17 inh: inhibitors of human ADAM17; P78536; hit rate 0.83% among 370,000; inhibition, % at 6.95 µM; recombinant ADAM17, EDANS/DABCYL FRET peptide cleavage;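 active = inhibition above the mean of compounds lying between control limits plus 3 SD, set per campaign, cut at about 8.5% in these data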;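 note: 0% = DMSO-only wells as the low control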
Target sequence (P78536 215-824 limits assumed): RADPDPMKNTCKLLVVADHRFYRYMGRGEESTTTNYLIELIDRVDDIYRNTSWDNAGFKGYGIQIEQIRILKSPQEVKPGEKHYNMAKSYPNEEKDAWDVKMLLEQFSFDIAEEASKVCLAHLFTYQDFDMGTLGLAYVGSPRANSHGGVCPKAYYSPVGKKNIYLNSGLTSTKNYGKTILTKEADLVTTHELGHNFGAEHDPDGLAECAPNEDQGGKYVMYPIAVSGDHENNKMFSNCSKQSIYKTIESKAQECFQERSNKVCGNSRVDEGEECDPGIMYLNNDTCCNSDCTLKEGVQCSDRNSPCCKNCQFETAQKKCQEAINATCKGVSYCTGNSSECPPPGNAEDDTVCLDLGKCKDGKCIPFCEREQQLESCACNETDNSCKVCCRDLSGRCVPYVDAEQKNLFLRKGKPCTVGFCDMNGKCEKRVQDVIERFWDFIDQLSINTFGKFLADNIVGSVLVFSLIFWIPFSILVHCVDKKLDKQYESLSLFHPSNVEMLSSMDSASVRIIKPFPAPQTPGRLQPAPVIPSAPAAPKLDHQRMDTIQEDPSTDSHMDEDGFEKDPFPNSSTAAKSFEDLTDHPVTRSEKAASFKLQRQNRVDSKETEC
DAX1 inh-1: blocks DAX1 repression of SF-1 activated StAR promoter. HEK293T StAR-luciferase reporter, SF-1/DAX-1 repression relief. hit rate 1.1% among 370,000. AID 652010. inhibition, % at 6.8 µM;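 active = inhibition above the mean over all tested compounds plus 3 SD, cut at about 3.6% in these data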;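 note: 0% = DAX-1 cells with DMSO and 100% = cells lacking DAX-1 with DMSO; higher inhibition means more luminescence from relief of DAX-1 repression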
SMARCA2 act: SMARCA2 function activation, primary screen | MG213 cells, MMTV-luciferase reporter, dexamethasone, overnight | activation, % at 9.1 µM | hit rate 1% among 370,000 | AID 652017; in the data active = activation above about 7.8%;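 note: 0% = vehicle wells and 100% = reference activator wells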
ssDAF-12 act: activates DAF-12 receptor from parasite S. stercoralis; AID 652126; activation, % at 6.8 µM; hit rate 1% among 370,000; HEK293 ssDAF-12/GRIP1 lit1-tk-luc reporter, luminescence; % of 3 µM dafachronic acid response;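 active = activation above the mean over all tested compounds plus 3 SD, cut at about 0.9% in these data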;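 note: 0% = DMSO-only wells and 100% = 3 µM delta7-dafachronic acid wells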
DAX1 inh-2: inhibits human nuclear receptor DAX1; inhibition, % at 6.75 µM; AID 504766; hit rate 0.99% among 340,000; P51843; HEK293 Gal4-DAX1 luciferase reporter, luminescence;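 active = inhibition above the mean over all tested compounds plus 3 SD, cut at about 4.2% in these data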;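 note: 0% = DAX1-transfected cells with DMSO and 100% = empty-vector control cells with DMSO; inhibition shows as a rise in luminescence from relieved DAX1 repression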
Target sequence (P51843 207-470 limits assumed): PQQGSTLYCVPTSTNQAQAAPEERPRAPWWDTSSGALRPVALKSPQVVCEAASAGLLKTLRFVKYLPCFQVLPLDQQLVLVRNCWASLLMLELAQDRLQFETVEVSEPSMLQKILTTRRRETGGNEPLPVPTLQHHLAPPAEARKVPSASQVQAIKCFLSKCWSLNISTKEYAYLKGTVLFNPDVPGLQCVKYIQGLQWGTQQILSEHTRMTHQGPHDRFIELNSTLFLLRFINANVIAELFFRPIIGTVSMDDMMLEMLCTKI
hgDAF-12 ag: hgDAF-12 agonism, primary luciferase screen; AID 687014; activation, % at 6.8 µM; HEK293 GAL4-hgDAF12 UAS-luciferase reporter, agonist luminescence; normalized to butyrate control; hit rate 1.8% among 370,000;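 active = activation above a cutoff set at the mean of all screened compounds plus 3 SD, cut at about 10% in these data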;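 note: 0% = DMSO wells and 100% = sodium butyrate wells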
An asterisk follows results filed as active; nt = not tested or not shown.

SMILES	NR1D1 modulator	PLCb3 inh	MBD2 inh	PLC-gamma1 inh	hcDAF-12 act	ADAM17 inh	DAX1 inh-1	SMARCA2 act	ssDAF-12 act	DAX1 inh-2	hgDAF-12 ag
CCOc1cc(/C=N/N2CCN(Cc3ccccc3)CC2)ccc1O	-4	-2	2	4	0.3	1	-0.4	7	-0.7	0.2	-1.9
CC12CCC(=O)N1C(C(=O)Nc1cc(C(F)(F)F)ccc1N1CCCCC1)CS2 (stereo not drawn)	15*	-3	2	3	-1.1	2	-1.2	-3	-1.6	-0.8	0.0
COc1ccc(NC2CCCN(C(=O)c3cc4ncccn4n3)C2)cc1 (stereo not drawn)	-2	-7	3	-2	-1.3	-3	-0.8	1	-0.5	-0.1	1.4
CCn1nc(CC(=O)Nc2nnc(CC(=O)N3CCCC3)s2)c2ccccc2c1=O	-1	0	1	1	0.9	-1	-0.7	-4	-1.2	-1.2	-0.2
CC1CCCC(C)N1C(=O)CSc1ncccn1 (stereo not drawn)	-2	-2	7	2	-0.8	-1	-0.1	-1	-0.8	3.5	1.4
CC1CCCCC1NC(=O)CSc1nc2ccccc2c(=O)n1Cc1ccco1 (stereo not drawn)	-7	2	-1	-1	-1.1	-6	0.3	0	-1.0	-1.0	-1.1
COc1ccc(-n2c(SCC(=O)NCc3cccs3)nnc2-c2ccoc2C)cc1	-1	1	8	-3	-1.7	-4	-0.2	-4	-1.6	0.8	-1.3
CC(C)(C)CC(C)(C)N1CNC(=S)NC1	3	-6	8	9	-1.0	-8	0.0	-4	-1.1	0.2	-2.5
O=C(O)CN1CCc2ccccc2C1	11	5	4	3	1.5	-2	0.4	-5	-1.7	2.3	-2.6
Clc1ccccc1N1CCN(Cc2ccc(Br)o2)CC1	0	-6	-4	3	-2.3	0	-0.4	-5	-1.7	1.8	-1.8
COCc1nnc(NC(=O)CSCc2ccccc2)s1	-1	0	-1	0	-0.5	-5	0.5	0	-0.9	1.1	3.2
COc1cccc(NC(=O)Cc2nnc(SCC(=O)NC3CCCC3)n2C)c1	-1	-3	0	-2	-1.4	-3	-0.1	-3	-1.2	0.0	0.6

Compounds shown so far with sulfur (eight):
SMILES	NR1D1 modulator	PLCb3 inh	MBD2 inh	PLC-gamma1 inh	hcDAF-12 act	ADAM17 inh	DAX1 inh-1	SMARCA2 act	ssDAF-12 act	DAX1 inh-2	hgDAF-12 ag
CC12CCC(=O)N1C(C(=O)Nc1cc(C(F)(F)F)ccc1N1CCCCC1)CS2 (stereo not drawn)	15*	-3	2	3	-1.1	2	-1.2	-3	-1.6	-0.8	0.0
CCn1nc(CC(=O)Nc2nnc(CC(=O)N3CCCC3)s2)c2ccccc2c1=O	-1	0	1	1	0.9	-1	-0.7	-4	-1.2	-1.2	-0.2
CC1CCCC(C)N1C(=O)CSc1ncccn1 (stereo not drawn)	-2	-2	7	2	-0.8	-1	-0.1	-1	-0.8	3.5	1.4
CC1CCCCC1NC(=O)CSc1nc2ccccc2c(=O)n1Cc1ccco1 (stereo not drawn)	-7	2	-1	-1	-1.1	-6	0.3	0	-1.0	-1.0	-1.1
COc1ccc(-n2c(SCC(=O)NCc3cccs3)nnc2-c2ccoc2C)cc1	-1	1	8	-3	-1.7	-4	-0.2	-4	-1.6	0.8	-1.3
CC(C)(C)CC(C)(C)N1CNC(=S)NC1	3	-6	8	9	-1.0	-8	0.0	-4	-1.1	0.2	-2.5
COCc1nnc(NC(=O)CSCc2ccccc2)s1	-1	0	-1	0	-0.5	-5	0.5	0	-0.9	1.1	3.2
COc1cccc(NC(=O)Cc2nnc(SCC(=O)NC3CCCC3)n2C)c1	-1	-3	0	-2	-1.4	-3	-0.1	-3	-1.2	0.0	0.6

Going on with the list:
SMILES	NR1D1 modulator	PLCb3 inh	MBD2 inh	PLC-gamma1 inh	hcDAF-12 act	ADAM17 inh	DAX1 inh-1	SMARCA2 act	ssDAF-12 act	DAX1 inh-2	hgDAF-12 ag
CC(C)c1ccc(NC(=O)C(=O)c2cn(CC(=O)N3CCCCC3)c3ccccc23)cc1	0	-1	3	-2	-2.6	-1	0.4	-3	-1.3	-0.9	-3.0
Cc1cccc(NC(=O)Nc2ccc(Cl)cc2)n1	1	-3	2	0	2.6	-3	0.5	1	-0.5	1.2	6.9
COc1ccc(CCC(C)NCc2ccc(Cl)c(Cl)c2)cc1 (stereo not drawn)	-1	-3	2	7	-2.0	3	0.2	-1	-1.7	0.5	-0.4
CN1CCN(c2ccc(-c3cc(NC=O)c4ncc(-c5ccccc5)n4c3)cc2)CC1	-1	-148	-8	-106	0.4	-3	-0.1	3	-1.7	nt	4.6
Cc1ccc(C(=O)OCC(=O)N2CCCC2)cc1	2	2	-2	1	2.1	-6	0.3	-2	-0.8	-0.8	3.9
Cc1ccc(NC(=O)COC(=O)CCC2CCCC2)c(Br)c1	-2	-11	1	-8	0.5	1	-2.2	-2	-1.0	-0.4	0.3
O=C(/C=C/c1c(F)cccc1Cl)Nc1ccc(S(=O)(=O)Nc2ncccn2)cc1	4	-8	1	-4	2.1	-2	1.5	0	-0.2	0.3	1.8
Cc1ccc(S(=O)(=O)Cc2csc(N)n2)cc1	-4	0	4	1	-0.7	-5	0.2	-3	-0.5	-0.3	0.0
O=C(CN1CCOCC1)Nc1ccccc1	-2	0	0	-1	-0.3	-5	0.1	1	0.2	-0.7	-1.2
COc1ccccc1CNC(=O)CCCn1c(=O)c2ccccc2n(CC(=O)NC2CCCC2)c1=O	-5	3	2	4	-0.5	1	0.2	-1	-1.3	2.9	0.3
CC(=O)N1c2ccc(S(=O)(=O)N3CCCC(C(=O)Nc4cccc(Cl)c4)C3)cc2CC1C (stereo not drawn)	2	1	-1	4	-2.0	-1	-0.6	-2	-1.5	-1.4	-1.4
O=C(Cc1ccccc1)c1ccccc1C(=O)N1CCCCC1	0	-10	-6	-6	-0.6	-14	-0.2	0	-1.2	-1.5	-0.4
O=C(CCCC(=O)OCC(Cl)=C(Cl)Cl)Nc1ccc(F)cc1	6	-5	10	3	0.0	-4	-0.8	-2	0.9	-1.8	5.2
CC1CCC(NC(=O)CNC(=O)c2ccc3ccccc3c2)CC1 (stereo not drawn)	11	-9	6	-3	1.5	-4	1.3	2	-0.7	1.1	1.0
N#Cc1ccc(C(=O)OCC(=O)NC2CCCC2)cc1	0	-2	2	0	0.1	0	0.2	1	-1.5	0.5	-0.8
N#CCC(=O)Nc1ccc(C(=O)OCC(=O)NCc2ccc3c(c2)OCO3)cc1	1	-57	10	-33	-1.2	-1	1.7	-2	-1.1	0.1	0.5
Cc1ccc(N(CC(=O)NC(C)c2ccccc2)S(=O)(=O)c2c(C)noc2C)cc1 (stereo not drawn)	6	-2	2	3	0.2	0	1.2	-3	-0.5	-0.1	4.1
COc1ccc(-c2nc(CSCC(=O)N3CCc4ccccc43)c(C)o2)cc1OC	0	-2	9	-3	0.4	-6	-0.3	-3	-0.4	0.6	2.8
O=C(C1CCCCC1)N1CCC(c2nc3c(nnn3Cc3c(F)cccc3Cl)c(=O)[nH]2)CC1	-3	-1	0	5	-0.9	-8	-0.4	-1	-0.8	2.2	0.6
C/C(=N\NC(=O)c1ccc(C)cc1C)c1ccc2c(c1)Nc1ccccc1S2	4	-28	-5	-28	1.3	5	0.5	11*	-0.7	0.1	6.0
CCN(CC)C(=O)Cn1cnc2sc(C(=O)N3CCN(c4ccc(F)cc4)CC3)c(C)c2c1=O	-3	3	-2	0	-1.9	-2	-0.4	0	-1.1	0.4	-1.0
CC1CC(C)CN(C(=O)C(C)N2CCN(S(=O)(=O)c3ccc(Br)s3)CC2)C1 (stereo not drawn)	-5	-4	0	5	-2.6	6	-0.2	-4	-1.5	0.2	-1.2
Cn1cc(C(=O)c2ccc(Cl)cc2Cl)cc1C(=O)O	-3	-30	1	-1	-0.5	8	0.4	-1	-1.1	0.1	0.4
CC(C)[C@H](NC(=O)c1ccco1)C(=O)OCC(=O)c1ccc(Br)s1	-4	-3	-4	-6	1.1	-2	-0.7	3	-0.8	0.4	-1.2
CC1CCCC(C)N1C(=O)CSc1nnc(-c2ccco2)n1C (stereo not drawn)	-4	3	1	5	0.5	-2	-1.4	-2	-1.0	-0.1	-1.2
COc1cccc(Cn2cccc(NC(=O)Nc3ccccc3C)c2=O)c1	4	-12	0	-7	-3.2	-4	-1.0	-5	-2.4	-0.7	-3.1
Cc1ccc(NC(=S)C2=C(O)c3ccccc3N(C)S2(=O)=O)cc1	-8	-66	1	-60	0.6	-2	-1.0	-2	-0.6	-1.6	-0.9
O=C(CNS(=O)(=O)N1CCOCC1)N/N=C/c1cccnc1	-2	-2	0	-1	-0.7	-3	-0.1	-2	-1.4	-0.1	-1.1
O=C(NCC(=O)N(CC1CCCO1)C(C(=O)NC1CCCCC1)c1ccc(F)cc1)c1ccco1 (stereo not drawn)	-2	1	1	3	-2.0	-3	0.0	-3	-1.4	0.7	-1.7
COc1ccc(N2CC(C(=O)N[C@@H](C)C(=O)N[C@H](CO)c3ccccc3)CC2=O)cc1 (stereo partly drawn)	-1	3	2	3	-1.0	-3	0.2	3	-1.1	1.4	0.5
CC1(C)CC(=O)C=C(c2n[nH]nc2C2CCCCC2)C1	-1	0	1	3	-0.9	4	0.3	4	-1.3	0.3	-0.6
COc1cc(/C=C(\C#N)c2nc3ccccc3n2C)cc(OC)c1O	4	-38	0	-25	0.7	-8	-1.2	-4	-1.7	0.9	1.4
Cc1ccc2ccccc2c1C(O)c1ncc(-c2cccc(C(F)(F)F)c2)[nH]1 (stereo not drawn)	2	-2	-6	-3	-0.5	12*	0.0	-1	-1.0	nt	-1.5
COc1ccc(Nc2c(C3CC3)nc3nc(C)cc(C)n23)cc1	5	-14	-6	-11	2.7	-7	-0.2	-3	0.5	nt	-1.4
CC(C)n1c(O)c(N=NC(=O)Cc2csc(N3CCOCC3)n2)c2ccccc21	4	2	1	1	-0.1	0	-1.2	-2	-1.8	0.1	-2.0
Cc1cs/c(=N\N=C\c2cccc([N+](=O)[O-])c2)n1Cc1ccco1	8	-2	4	-4	1.1	-4	0.3	0	-0.5	-0.7	0.0
CC(NC(=O)COC(=O)Cc1cccs1)c1ccc(F)cc1 (stereo not drawn)	1	-3	-1	9	-0.9	6	1.0	-3	-0.7	0.5	0.8
O=C(CCN1C(=O)S/C(=C\c2ccc(F)cc2)C1=O)Nc1ccc(C(=O)O)c(O)c1	-2	1	3	3	0.5	0	0.1	0	-1.0	0.8	0.8
c1ccc(CCCN2CCOCC2)cc1	1	-4	2	3	-0.9	2	0.4	0	-0.7	-0.4	-0.5
N#CCCn1cc(/C=N/NC(N)=S)c(-c2ccc(-c3ccccc3)cc2)n1	-1	-6	3	1	-2.2	1	-3.1	-2	-2.1	-0.8	-0.7
CN(Cc1ccccc1)C(=O)OCc1cn(Cc2ccccc2)nn1	0	2	-3	1	-1.1	0	-0.1	-2	-1.6	nt	-2.0
CC(=O)c1ccc(NC(=O)c2cccc(NC(=O)c3ccccc3)c2)cc1	2	-6	4	0	-1.9	-2	-0.4	3	-2.2	-0.3	1.0
CC(C)(C)CC(=O)NCCCN1CCOCC1	0	1	0	0	-0.3	-6	0.5	1	-1.1	1.4	0.6
